High-throughput results from PubChem.
KOR beta-arrestin-1 – KOR antagonists, beta-arrestin recruitment, cell-based, luminescence, uHTS (AID 1778); Kappa-type opioid receptor (Homo sapiens); KOR beta-arrestin recruitment, luminescence, antagonist mode; higher % means a stronger effect; inhibition, % at 10 µM, or IC50 in µM where a hit was titrated; 290,000 compounds, 0.091% hits; also: strong numbers were not always called active
NOD1 NF-kB reporter – NOD1 signaling inhibitors, primary screen, cell-based, luminescence, uHTS (AID 1578). NOD1-driven NF-kB luciferase reporter cells, luminescence; higher % means a stronger effect. inhibition, % at 4 µM; hits with a dose series show EC50 in µM. 290,000 compounds, 1% hits; in the data active = inhibition mostly above about 36%, no sharp cut-off; inactive = mostly below about 34%;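 also: HEK-293T reporter cells stimulated with the NOD1 agonist gamma-tri-DAP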
West Nile virus CPE – West Nile virus antiviral activity, cell-based, CPE readout (AID 1621); West Nile virus-infected cells, CPE inhibition; higher % means a stronger effect; 290,000 compounds, 0.02% hits; CPE inhibition, % at 10 µM, or IC50 in µM where a hit was titrated; in the data active = a potency from the dose series; inconclusive = CPE inhibition mostly from about 3.7% at the one dose, without a potency; inactive = the rest, 99 in 100 with CPE inhibition below about 2.2%; also: strong numbers were not always called active
AID2073 – inhibitors of Mint1-CaV2.2 protein interaction, biochemical, HTRF (AID 2073); Voltage-dependent N-type calcium channel subunit alpha-1B (Homo sapiens); HTRF protein-protein interaction, Mint1-CaV2.2; higher % means a stronger effect; inhibition, % at 20 µM, or IC50 in µM where a hit was titrated; 290,000 compounds, 0.19% hits; in the data active = inhibition mostly above about 51%, no sharp cut-off; inconclusive = no clear call, values can overlap the other calls; inactive = mostly below about 53%; also: some results filed as inactive read as strong as hits
Yfh1-depleted yeast – enhancers of respiration in Yfh1-depleted yeast, dose response, Friedreich's ataxia, plus single-dose screen (AID 1465) | S. cerevisiae Yfh1-off respiration, WST-1 reduction, 72 h; higher fold induction means a stronger effect | fold induction at 50 µM; hits with a dose series show EC50 in µM | 220,000 compounds, 0.074% hits;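 active = fold induction of absorbance versus untreated yeast above a set limit, then at least 30% activation at any dose in follow-up; inconclusive = repeats straddling the limit, or above it without dose testing; inactive = fold induction below the set limit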;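 also: activators that raise dye reduction in frataxin-depleted yeast; strong numbers were not always called active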
KOR beta-arrestin-2 – KOR agonists, beta-arrestin recruitment, primary screen, cell-based, luminescence, uHTS (AID 1777); Kappa-type opioid receptor (Homo sapiens); 280,000 compounds, 0.02% hits; KOR beta-arrestin recruitment, luminescence; higher % means a stronger effect; activation, % at 10 µM, or EC50 in µM where a hit was titrated; in the data active = activation above about 50%, passing the limit was not always enough; also: a part of the inactive calls stands beside numbers as strong as those of hits
NS5 inhibitors – Dengue-2 NS5 methyltransferase inhibitors, primary screen, biochemical, confirmation dose response (AID 588689) | 340,000 compounds, 0.3% hits | Dengue-2 NS5 methyltransferase capping enzyme assay, biochemical; higher % means a stronger effect | inhibition, % at 25 µM; hits with a dose series show IC50 in µM | Genome polyprotein (Dengue virus type 2 (strain 16681-PDK53)); in the data active = a potency from the dose series; inconclusive = inhibition above about 29% without an active follow-up result
HIV peptide binding – inhibitors of HIV fusion peptide binding, primary screen, biochemical, uHTS, fluorescence dequenching (AID 1986); 290,000 compounds, 0.3% hits; inhibition, % at 20 µM, or IC50 in µM where a hit was titrated; cell-free peptide binding, fluorescence dequenching, 30 min; higher % means a stronger effect; in the data active = inhibition mostly above about 52%, no sharp cut-off; inactive = mostly below about 76%; also: some results filed as inactive read as strong as hits
HEK293 NOD2/NF-kB – NOD2 signaling inhibitors, cell-based, luminescence, uHTS, HEK293 (AID 1566); HEK293 NOD2/NF-kB luciferase reporter, luminescence; higher % means a stronger effect; 290,000 compounds, 0.63% hits; one-dose inhibition, % at 4 µM; EC50 in µM for titrated hits; also: many of its hits are not listed in these tables
NS5 inhibitors pilot replicate – second read-out of NS5 inhibitors, no call of its own (marks repeat the call); inhibition, %; measured here: pilot screen replicate inhibition
Numbers without * were called inactive; i = inactive; ? = inconclusive; / = not tested or not shown; [ ] = remark or other dose. Rule as the data show it, unless noted: active = inhibition above about 50%; inactive = the rest. The list is partial; rates above refer to the full screens.

SMILES | KOR beta-arrestin-1 | NOD1 NF-kB reporter | West Nile virus CPE | AID2073 | Yfh1-depleted yeast | KOR beta-arrestin-2 | NS5 inhibitors | HIV peptide binding | HEK293 NOD2/NF-kB | others
CN(C)c1ccc(/C=C/c2cc[n+](C)cc2)cc1 | 6% | 25% | -0.9% | 4% | i | 26% | 5% | 1.9% | 31%
COc1ccc(NC(=O)c2ccc3c(c2)C(=O)N(Cc2cccnc2)C3=O)c(OC)c1 | 14% | -14% | / | 6% | i | 6.7% | 3% | -1.8% | -4%
Cc1ccc(NC(=O)CN2C(=O)S/C(=C\c3ccccn3)C2=O)cc1 | -16%[20 µM] | -43% | -0.1% | 21% | i | -4.6% | -15% | 0.6% | -14%
CS(=O)(=O)N(CC(=O)N1CCN(c2ccccc2F)CC1)c1cccc(C(F)(F)F)c1 | -10% | 1% | -0.7% | 1% | i | 2.6% | -3% | 0.6% | 3%
Cc1ccc(Cn2c(CCCO)nc3ccccc32)cc1 | -21%[20 µM] | 13% | -1.4% | -1% | / | 1.0% | -10% | 2.1% | 5%
Cc1ccc(S(=O)(=O)NC2=NCN(CCOC(=O)c3ccccc3)CN2)cc1 | 4% | -6% | 0.2% | -8% | i | 0.9% | -2% | 1.4% | 6%
COc1ccc(-c2nn(-c3ccccc3)cc2CO)cc1 | 4% | 5% | 0.1% | -2% | i | 5.4% | -13% | -1.9% | -32%
COC(=O)Nc1nnc(Cc2ccc(Cl)cc2)s1 | 23% | -4% | 0.3% | 2% | i | 0.2% | 4% | 2.9% | -14% | NS5 inhibitors pilot replicate=3.9
COC(=O)C1=C(C)n2nnnc2NC1c1cc2ccccc2o1 (configuration not stated) | -5% | -4% | -0.4% | -15% | i | / | -6% | 1.9% | 6%
Cc1ccc(CC(=O)O/N=C(\N)c2ccncc2)cc1 | -22% | -17% | -0.4% | 22% | / | 12% | -14% | 2.2% | -4%
Cc1c(NC(=O)CC(=O)Nc2c(C)n(C)n(-c3ccccc3)c2=O)c(=O)n(-c2ccccc2)n1C | 3% | 14% | -0.3% | -5% | i | -1.8% | -2% | -3.6% | 11%
CCn1ccnc1CN1CCC(CO)(CCOc2ccccc2)CC1 | -6% | -14% | -0.3% | -9% | i | 4.5% | -7% | 1.0% | 6%
COc1ccc(-c2nc(C#N)c(N3CCc4ccccc4C3)o2)cc1OC | -24% | 57% | -0.6% | 3% | i | 2.2% | -1% | -0.7% | 24% | NS5 inhibitors pilot replicate=-4.7
Cc1nc2c(sc3nc(N4CCOCC4)c4c(c32)CC(C)(C)OC4)c(-c2ccccc2)c1C(=O)O | 15% | -2% | 1.2% | 36% | i | 1.3% | 19% | 8.3% | 39%
CCOc1ccccc1NC(=O)CN(c1ccc(OC)cc1OC)S(=O)(=O)c1ccccc1[N+](=O)[O-] | -44%[20 µM] | 16% | -0.8% | 14% | i | -4.1% | -10% | 0.2% | -4%
COc1ccccc1NC(=O)Nc1nnc(C(C)c2ccccc2)s1 (configuration not stated) | 14% | -26% | -0.3% | 4% | / | -5.8% | 0% | 0.1% | -27% | NS5 inhibitors pilot replicate=2.4
CC(C)CC1NC(=O)N(CC(=O)Nc2ccccc2-c2ccccc2)C1=O (configuration not stated) | 8% | -15% | 0.0% | -7% | i | -1.6% | -2% | 0.6% | 8%
O=C(NCc1cccs1)c1ccc(Br)o1 | -19% | -8% | -0.8% | 1% | i | 4.5% | -1% | -0.4% | -4%
O=S1(=O)N=C(Oc2cccc3ccccc23)c2ccccc21 | 40% | -26% | -0.1% | 13% | i | 14% | 0% | -2.6% | 10% | NS5 inhibitors pilot replicate=19
COC(=O)c1ccccc1NC(=O)c1ccc2c(c1)OCCO2 | -32% | -14% | -0.1% | 11% | i | 1.4% | -8% | 1.6% | 2%
Cc1ccc2nc(N3CCN(CCO)CC3)nc(-c3ccccc3)c2c1 | 1% | -11% | -0.4% | 38% | / | 0.3% | -2% | 0.8% | 6%
CCN(CC)C(=O)C1CCCN(Cc2cccc(Oc3ccccc3)c2)C1 (configuration not stated) | 5% | -10% | -0.3% | 4% | i | 1.2% | -4% | 1.3% | 1%
N#CCCn1cc(C(=O)O)c(-c2cccs2)n1 | 21% | -13% | 0.5% | ? | i | -3.6% | -10% | 0.7% | 24%
Cc1ccn(CC(=O)N/N=C/c2cc([N+](=O)[O-])ccc2O)n1 | -5% | -36% | -0.1% | 6% | i | -3.6% | -10% | 3.5% | 4%

Reprinted at random: 4 records from the list
SMILES | KOR beta-arrestin-1 | NOD1 NF-kB reporter | West Nile virus CPE | AID2073 | Yfh1-depleted yeast | KOR beta-arrestin-2 | NS5 inhibitors | HIV peptide binding | HEK293 NOD2/NF-kB | others
O=S1(=O)N=C(Oc2cccc3ccccc23)c2ccccc21 | 40% | -26% | -0.1% | 13% | i | 14% | 0% | -2.6% | 10% | NS5 inhibitors pilot replicate=19
CC(C)CC1NC(=O)N(CC(=O)Nc2ccccc2-c2ccccc2)C1=O (configuration not stated) | 8% | -15% | 0.0% | -7% | i | -1.6% | -2% | 0.6% | 8%
CCN(CC)C(=O)C1CCCN(Cc2cccc(Oc3ccccc3)c2)C1 (configuration not stated) | 5% | -10% | -0.3% | 4% | i | 1.2% | -4% | 1.3% | 1%
COC(=O)c1ccccc1NC(=O)c1ccc2c(c1)OCCO2 | -32% | -14% | -0.1% | 11% | i | 1.4% | -8% | 1.6% | 2%

The main list resumes with the 2 entries that preceded the break.
SMILES | KOR beta-arrestin-1 | NOD1 NF-kB reporter | West Nile virus CPE | AID2073 | Yfh1-depleted yeast | KOR beta-arrestin-2 | NS5 inhibitors | HIV peptide binding | HEK293 NOD2/NF-kB | others
N#CCCn1cc(C(=O)O)c(-c2cccs2)n1 | 21% | -13% | 0.5% | ? | i | -3.6% | -10% | 0.7% | 24%
Cc1ccn(CC(=O)N/N=C/c2cc([N+](=O)[O-])ccc2O)n1 | -5% | -36% | -0.1% | 6% | i | -3.6% | -10% | 3.5% | 4%
Cc1cc(NCC(c2ccccc2)c2ccccc2)n2ncnc2n1 | -7% | -22% | -1.6% | -9% | i | 3.0% | -11% | -0.8% | -9%
CCN1CCN(CC(=O)Nc2ccc(C(C)=O)cc2)CC1 | -43% | 3% | 0.0% | 14% | / | 0.4% | 5% | -0.3% | -10%
CCc1ccc(C2C(C#N)=C(N)SC(N)=C2C#N)cc1 | -54% | 2% | 0.7% | 12% | i | 5.2% | ? | -1.4% | 7%
COc1ccc(/C=C(/NC(=O)c2ccccc2)C(=O)N2CCCCC2)cc1OC | 31% | 26% | 0.3% | 41% | / | -1.6% | -5% | -2.3% | -7%
COc1ccccc1NC(=O)Nc1nc2ccc(S(N)(=O)=O)cc2s1 | 2% | -29% | 0.5% | 9% | / | -2.0% | -10% | 5.3% | -43%
CCCNC(=O)COC(=O)c1ccc(N2CCCC2)c([N+](=O)[O-])c1 | -33% | -39% | -0.3% | 0% | i | 5.9% | -8% | -1.1% | 13%
O=C(N/N=C/c1cc(Br)ccc1O)Nc1ccccc1 | 18% | -1% | 0.0% | 1% | i | 3.5% | -7% | -1.5% | 18%
CC(=O)Nc1ccc(SC(C)C(=O)NC(N)=O)cc1 (configuration not stated) | -41% | -4% | 0.4% | -24% | i | 0.2% | 3% | -1.1% | -11%
O=c1[nH]c(CN2CCN(c3ccccc3O)CC2)nc2scc(-c3ccccc3Cl)c12 | -12% | -8% | -0.9% | 7% | i | 5.2% | -3% | -1.6% | 21%
O=C(Nc1ccccc1)c1cc(-c2ccccc2Cl)no1 | 6% | -9% | 0.3% | -4% | i | -1.6% | / | -0.2% | -194%
C=CCn1c(C(C)NC(=O)c2cccs2)n[nH]c1=S (configuration not stated) | 11% | -12% | 0.2% | -21% | i | -5.6% | -1% | 0.0% | 5%
COc1ccc(NC(C)=O)cc1NC(=O)CSc1nnc(C2CCCCC2)n1N | -21% | -20% | -0.5% | -2% | / | 3.9% | 1% | 1.2% | -4%
O=C(CN1C(=O)CC(c2ccco2)Sc2ccccc21)Nc1ccccc1F (configuration not stated) | 7% | 2% | -0.3% | 36% | i | 8.7% | 0% | 6.7% | -8%
CCc1ccc(N2CC(C(=O)OCC(=O)Nc3cc(C)on3)CC2=O)cc1 (configuration not stated) | 5% | -18% | 0.1% | 16% | i | -1.8% | -6% | -0.3% | -12%
Cc1nc(NC(=O)c2ccccc2)sc1-c1csc(Nc2ccc(C(=O)O)cc2)n1 | -8% | -11% | ? | 11% | i | 1.5% | 2% | 6.4% | -8%
CCOc1ccc(NC(=O)CCCNC(=O)Cn2cnc3sc(C)c(C)c3c2=O)cc1 | -53% | 1% | 1.0% | 9% | / | 1.2% | -10% | 0.1% | 11%
COC(=O)Nc1ccc(S(=O)(=O)N(C)CC(F)(F)C(F)F)cc1 | -57% | 15% | -0.6% | -5% | i | 1.9% | -3% | -0.3% | -3%
CC1CC(C)CN(C(=O)Cn2c(=O)n(CCCC(=O)NCc3ccco3)c(=O)c3sccc32)C1 (configuration not stated) | -10% | -21% | -1.2% | 4% | / | 5.6% | 2% | -0.6% | -5%
CCCCN(CC)C(=O)Cc1ccccc1OC | 3% | -3% | 0.1% | -4% | i | 2.5% | -6% | -2.1% | 3%
CSc1nsc(SC)c1NC(=O)Nc1ccccc1C | -19% | 17% | 0.3% | -8% | i | -2.2% | 2% | -2.3% | 3%
COc1cc(C2C(C(=O)c3ccc(C)o3)=C(O)C(=O)N2c2cc(C)on2)cc(Br)c1O (configuration not stated) | 16% | -1% | 0.1% | -6% | i | 2.8% | 26% | 17% | -7%
O=C(Nc1ccc(Br)cc1)c1cc(S(=O)(=O)Nc2ccccn2)ccc1Cl | -10% | -2% | 0.2% | 9% | / | -3.8% | -9% | 2.3% | 14%
C[C@@]12CCC=C[C@H]1[C@H](c1ccoc1)N(Cc1ccccc1)C2=O | -20% | -10% | -0.3% | 13% | i | -0.1% | -13% | 1.4% | 1%
COc1ccccc1C(=O)NNC(=O)Cc1ccccc1 | 15% | -13% | -0.4% | -7% | / | -4.8% | -2% | -0.5% | -3%
CCc1cccc(CC)c1NC(=O)C(NS(=O)(=O)c1cccs1)c1ccccc1 (configuration not stated) | -1% | -16% | -0.5% | 10% | i | 2.6% | -2% | 3.6% | -10%
COc1ccc(OC)c(NC(=O)COC(=O)c2nc(Cl)ccc2Cl)c1 | -14% | -12% | 0.1% | 3% | i | -4.3% | 2% | -2.5% | 13%
CCOc1ccc(S(=O)(=O)N(CC(=O)N2CCc3ccccc32)Cc2ccco2)cc1 | -38% | -16% | 0.9% | -11% | / | 0.3% | 0% | 9.9% | 3%
